HRas wt GTP – modulators of GTP binding to human HRas wildtype | P01112 | GST-Ras wt beads, Bodipy-FL-GTP binding, flow cytometry; actives lie on both sides | GTP binding activity, % at 10 µM | hit rate 0.14% among 190,000;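 active = GTP binding activity at least 20% away from the 100% baseline, either lowered as inhibitor or raised as activator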;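 note: 0% = unlabeled GTP competition control and 100% = no-compound control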
Target sequence (P01112 whole entry, looked up): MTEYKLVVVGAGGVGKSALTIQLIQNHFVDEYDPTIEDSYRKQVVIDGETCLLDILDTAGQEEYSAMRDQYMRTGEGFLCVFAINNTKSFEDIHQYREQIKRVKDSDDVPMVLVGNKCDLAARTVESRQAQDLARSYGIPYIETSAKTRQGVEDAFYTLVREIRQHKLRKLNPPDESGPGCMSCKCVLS
Bim-Bcl-XL – inhibitors of Bim-Bcl-XL interaction, human; Q07817; inhibition, % at 10 µM; hit rate 0.04% among 190,000; Bim peptide-Bcl-XL binding, bead flow cytometry, fluorescence
Target sequence (Q07817 whole entry, looked up): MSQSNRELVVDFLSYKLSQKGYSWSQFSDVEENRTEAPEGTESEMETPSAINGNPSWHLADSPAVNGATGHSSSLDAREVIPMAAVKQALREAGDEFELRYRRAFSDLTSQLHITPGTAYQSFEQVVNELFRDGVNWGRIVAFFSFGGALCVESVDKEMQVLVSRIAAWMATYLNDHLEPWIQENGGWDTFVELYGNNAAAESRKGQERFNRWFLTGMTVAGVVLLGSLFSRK
Rac1 wt modul – human Rac1 wildtype GTP binding, inhibitors and activators. GTP binding activity (% of control), % at 10 µM. AID 757. GST-Rac1 beads, fluorescent GTP binding, flow cytometry; actives lie on both sides; 0 = cold GTP competed, 100 = untreated. hit rate 0.27% among 190,000. P63000;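 active = GTP binding activity at least 20 points away from the 100% control level, either lower or higher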
Bim-Bcl-W – inhibitors of Bim-Bcl-W interaction, human; inhibition, % at 10 µM; AID 952; bead-based flow cytometry, Bim peptide-Bcl-W binding; Q92843; hit rate 0.02% among 190,000;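 note: 0% = bound tracer without compound and 100% = peptide blocker; higher means less fluorescent Bim peptide bound to Bcl-W beads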
Target sequence (Q92843 whole entry, looked up): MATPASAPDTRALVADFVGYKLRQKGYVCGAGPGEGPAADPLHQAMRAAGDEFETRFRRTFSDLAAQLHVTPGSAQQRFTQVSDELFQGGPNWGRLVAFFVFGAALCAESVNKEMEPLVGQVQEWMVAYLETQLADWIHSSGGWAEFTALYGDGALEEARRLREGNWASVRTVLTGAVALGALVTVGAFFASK
Rab2A wt mod – changes GTP binding to wildtype dog Rab2A, up or down; P61105; GST-Rab2 wt beads, Bodipy-GTP binding, flow cytometry; GTP binding activity, % at 10 µM; hit rate 0.19% among 190,000;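 active = GTP binding activity at least 20 points away from 100%, either lowered or raised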;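 note: 0% = beads with excess unlabeled GTP and 100% = no-compound control corrected for plate trend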
Bim-Bcl-2 – inhibitors of Bim-Bcl-2 interaction, human; Bead-based flow cytometry, Bim peptide-Bcl-2 binding; inhibition, % at 10 µM; hit rate 0.06% among 190,000; AID 950; in the data active = inhibition above about 40%;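 note: 0% = no compound wells with probe peptide and 100% = reference peptide inhibitor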
Rac1 mut GTP – human Rac1 activated mutant GTP binding change; P63000; hit rate 0.11% among 190,000; percent activity (GTP binding), % at 10 µM; GST-Rac1 activated beads, fluorescent GTP binding, flow cytometry; actives lie on both sides; 100% means binding = to untreated wells;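 active = GTP binding at least 20 percentage points away from the 100% baseline, in either direction, so actives lie on both sides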
Bim-Bcl-B – human Bim-Bcl-B interaction inhibition; Q9HD36; AID 951; hit rate 0.073% among 190,000; bead-based flow cytometry, Bim peptide-Bcl-B binding; inhibition, % at 10 µM;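 note: 0% = tracer peptide without compound and 100% = reference inhibitor peptide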
Target sequence (Q9HD36 whole entry, looked up): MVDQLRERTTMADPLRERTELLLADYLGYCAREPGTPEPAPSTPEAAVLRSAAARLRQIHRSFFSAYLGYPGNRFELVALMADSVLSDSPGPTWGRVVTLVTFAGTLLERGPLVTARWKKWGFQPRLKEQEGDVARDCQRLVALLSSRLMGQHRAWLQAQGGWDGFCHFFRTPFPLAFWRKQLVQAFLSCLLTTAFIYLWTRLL
Bfl-1 Bim block – human Bim-Bfl-1 interaction inhibition; Q16548; Bead-based flow cytometry, Bim-Bfl-1 binding inhibition; inhibition, % at 10 µM; hit rate 0.12% among 190,000; AID 1008;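 note: 0% = wells without compound plus tracer and 100% = blocker peptide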
Cdc42 wt – human Cdc42 wildtype GTP binding change, either direction; GST-Cdc42 beads, Bodipy-GTP binding, flow cytometry; actives lie on both sides; percent activity (GTP binding), % at 10 µM; hit rate 0.2% among 190,000;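 active = percent activity GTP binding at least 20 points away from the 100% baseline, either down as inhibitor or up as activator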;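 note: median bead fluorescence of bound Bodipy-FL-GTP at 100 nM; 0% = excess unlabeled GTP control and 100% = no compound control; below 100% means less GTP binding so inhibitor and above means activator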
Target sequence (P60953 whole entry, looked up): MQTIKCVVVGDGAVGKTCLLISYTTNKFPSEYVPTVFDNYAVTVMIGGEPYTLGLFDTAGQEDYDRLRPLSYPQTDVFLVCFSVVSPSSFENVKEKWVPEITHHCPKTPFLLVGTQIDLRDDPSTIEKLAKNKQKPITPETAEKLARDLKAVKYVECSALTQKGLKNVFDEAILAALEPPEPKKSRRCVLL
Rab7 wt modul – alters GTP binding to wildtype dog Rab7; GST-Rab7 beads, fluorescent GTP binding, flow cytometry; actives lie on both sides; untreated = 100%, excess cold GTP = 0%; GTP binding activity (percent of control), % at 10 µM; hit rate 0.055% among 190,000; AID 758;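 active = fluorescent GTP binding to Rab7 beads changed by at least 20 points from the 100% baseline, either direction, mostly lower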;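 note: median green fluorescence of bound Bodipy-FL-GTP per Rab7 bead population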
* hit, by the source's call; & = joins results of further samples. Cut-off read from the data, not from the text of the source, unless noted: active = inhibition above about 40%.

Sample of the layout:
SMILES	HRas wt GTP	Bim-Bcl-XL	Rac1 wt modul	Bim-Bcl-W	Rab2A wt mod	Bim-Bcl-2	Rac1 mut GTP	Bim-Bcl-B	Bfl-1 Bim block	Cdc42 wt	Rab7 wt modul
COc1ccc2cc(C)c3nnc(SCC(=O)Nc4nc(-c5ccccc5)cs4)n3c2c1	98	-1	100	-1	97	0	98	-7	0	100	99
CC1=CCC(C(=O)O)(C(=O)N/N=C/c2cccs2)C(c2ccc(F)cc2)C1 (stereo not given)	99	-15	101	0	98	-8	99	-5	-11	96	97
Cc1c(Br)ccc(NC(=O)COc2ccccc2C(N)=O)c1C	102	1	103	3	102	4	94	1	0	101	105
CCOc1cc(/C=N\NC(=O)OC)ccc1OC(=O)c1ccco1	97	0	105	0	102	1	95	-4	0	103	101
CN(CC(=O)NC1CCCCCC1)S(=O)(=O)c1cnc[nH]1	94	0	95	1	94	-1	94	-2	-4	97	95

The listing (from the top)
SMILES	HRas wt GTP	Bim-Bcl-XL	Rac1 wt modul	Bim-Bcl-W	Rab2A wt mod	Bim-Bcl-2	Rac1 mut GTP	Bim-Bcl-B	Bfl-1 Bim block	Cdc42 wt	Rab7 wt modul
COc1ccc2cc(C)c3nnc(SCC(=O)Nc4nc(-c5ccccc5)cs4)n3c2c1	98	-1	100	-1	97	0	98	-7	0	100	99
CC1=CCC(C(=O)O)(C(=O)N/N=C/c2cccs2)C(c2ccc(F)cc2)C1 (stereo not given)	99	-15	101	0	98	-8	99	-5	-11	96	97
Cc1c(Br)ccc(NC(=O)COc2ccccc2C(N)=O)c1C	102	1	103	3	102	4	94	1	0	101	105
CCOc1cc(/C=N\NC(=O)OC)ccc1OC(=O)c1ccco1	97	0	105	0	102	1	95	-4	0	103	101
CN(CC(=O)NC1CCCCCC1)S(=O)(=O)c1cnc[nH]1	94	0	95	1	94	-1	94	-2	-4	97	95
COc1ccccc1C(=O)Nc1ccccc1N1CCN(S(C)(=O)=O)CC1	96	0	95	0	97	-6	96	-7	-5	98	96
CCOc1ccccc1N=CC1=C(O)CC(c2ccccc2)CC1=O (stereo not given)	102	-6	105	0	103	0	97	-4	-5	98	112
CC(=O)c1cnc(Nc2ccccc2)s1	99	-1	100	-1	98	-5	98	-2	-1	101	96
O=C1c2ccccc2C(Nc2ccc3c(c2)OCCO3)N1Cc1ccc2c(c1)OCO2 (stereo not given)	101	-3	105	1	98	-4	100	-6	-6	99	100
CCCC(=O)Nc1cc(-c2nc3ncccc3o2)ccc1C	100	-4	102	-1	102	3	97	-4	-1	99	103
O=C(C[n+]1ccccc1)c1ccc(-c2ccccc2)cc1	97	-1	100	1	98	2	97	-4	0	101	96
CCOC(=O)c1cnc2ccc(OC)cc2c1Nc1ccc2c(c1)OCCO2	100	-4	100	-1	97	-3	96	-2	-1	99	96
COc1ccc(C(=O)Cn2nnc(-c3ccccc3NC(=O)C(F)(F)F)n2)cc1	99	-9	100	-1	100	2	97	0	-1	99	102
Cc1ccc(NC(=S)N2CCN(C(=O)C3CCCO3)CC2)cc1 (stereo not given)	101	-2	101	0	102	1	101	0	1	99	106
CN(C)c1ccc(NC(=O)Nc2ccc3snnc3c2)cc1	99	2	100	10	96	4	97	0	15	100	95
CC1CCC(Nc2nnnn2-c2ccccc2)CC1 (stereo not given)	98	4	99	5	97	16	97	14	9	99	98
C#CCn1c(=NC(=O)c2ccc(S(=O)(=O)N3CCCc4ccccc43)cc2)sc2cc(S(N)(=O)=O)ccc21	101	-3	105	0	101	1	102	-5	1	100	101
Cc1nc2nc(SCC(=O)N3CCOCC3)nn2c(C)c1Cc1c(F)cccc1Cl	98	-4	100	-2	99	-2	95	-5	-6	100	97
O=C(NC12CC3CC(CC(C3)C1)C2)C1CC(=O)N(c2ccccc2)C1 (stereo not given)	102	-3	103	0	98	0	99	-4	0	99	102
C=CCOC(=O)C1=C(C)N(C)C(=O)NC1c1cc2c(cc1Br)OCO2 (stereo not given)	96	0	97	1	96	3	97	4	5	96	91
O=C(CCCN1CCC(O)(c2ccc(Cl)cc2)CC1)c1ccc(F)cc1	101	-1&-1	100	2&1	99	-3&-3	98	-3&0	-2&-3	105	97
COc1cc(CN(C)Cc2cc(=O)n3ccsc3n2)ccc1OC(F)F	91	0	98	0	95	-1	96	-4	1	91	101
CCOC(=O)c1c(C)nc(-c2ccccc2)nc1N	99	-3	102	-4	98	-6	98	-8	-8	99	97
COc1ccc(N2CCN(c3oc(-c4ccc(OC)c(OC)c4)nc3C#N)CC2)cc1	93	-6	91	0	90	-10	87	-8	-12	92	94
COc1nc(-c2ccccc2)ccc1-c1noc(-c2cccnc2)n1	100	-1	101	0	101	-1	100	0	-3	105	96
O=C(Nc1ccccc1C(=O)NCCCn1ccnc1)c1ccccc1	102	0	107	-1	100	1	102	-4	-1	106	99
CCOC(=O)c1ccc(N2Cc3ccccc3C2=NC(=O)c2cccs2)cc1	100	-8	103	-5	101	-5	99	-10	-5	102	98
Cc1ccc(/C=N/Nc2nnc(Cl)c3ccccc23)cc1	101	-6	105	-4	100	-5	97	-7	-1	103	100
COC(=O)c1ccccc1NC(=S)NC(=O)c1ccc2ccccc2c1	99	0	101	-1	99	-5	96	-3	-1	96	99
COc1ccccc1CNc1ccc(N2CCCCC2)cc1	94	0	93	17	94	3	94	-12	25	96	96
CCOc1cc(NC(=O)c2ccco2)c(OCC)cc1NC(=O)Cc1ccc(OC)c(OC)c1	103	-1	99	0	101	0	101	1	1	99	97
CC(C)NC(=O)CSc1nnc(-c2ccc(S(=O)(=O)N3CCCC3)cc2)n1CC1CCCO1 (stereo not given)	98	0	98	0	96	0	99	-2	-1	102	93
CSC1=N/C(=C\c2ccc(F)cc2)C(=O)S1	92	-4	92	-1	88	-6	89	-3	-3	93	91
Cc1nn(-c2ccccc2)c(N2CCCC2)c1/C=N/n1cnc2scc(-c3ccccc3)c2c1=O	106	-3	108	-3	102	-2	103	-3	-1	107	102
O=C(Nc1cccc(NC(=O)c2cccs2)c1)c1ccc2c(c1)OCCO2	92	-5	93	1	92	-1	92	-5	-4	94	93
C/C(CCC1CC(C)OC1=O)=N/Nc1nc(-c2ccccc2)cs1 (stereo not given)	99	-10	101	-4	99	-2	101	-21	6	99	96
Cn1cc(S(=O)(=O)Nc2cccc(F)c2)c(=O)n(C)c1=O	102	1	103	1	102	-7	98	-10	-9	98	102
C(=N\N1CCOCC1)/c1nc(-c2ccccc2)n2ccccc12	99	-1	99	4	98	-2	97	-7	-1	100	96
O=C(CCN1CCc2ccccc21)c1ccc2c(c1)OCCO2	97	0	98	-1	96	0	94	-5	0	99	95
O=C1c2ccccc2C(=O)N1CCCc1c[nH]c2ccc(Cl)cc12	99	-10	103	-4	98	-4	99	-8	-9	99	98
Cc1ccccc1CN(C)CC(=O)Nc1ccccc1Oc1ccccc1	99	-18	108	-16	97	-5	100	-20	-1	99	103
NC(=O)CCSC(=S)N1CCOCC1	102	-1	105	0	103	-2	94	-2	-4	101	107
COc1ccc(CNC(=O)C(NC(C)=O)C(=O)Nc2ccc(OC)cc2)cc1 (stereo not given)	105	-4	108	-3	104	-14	99	-10	-18	104	106
COc1ccc(OC)c(-n2cnc3cc(C(=O)NCCCN4CCOCC4)ccc32)c1	98	0	101	-1	100	0	97	0	-3	100	97
COC(=O)c1cc(Nc2cc(C)nc3ncnn23)cc(C(=O)OC)c1	99	-7	101	-4	99	-3	99	-6	-2	101	99
Cc1ccc(O)c(NC(=O)c2cc3nc4c(c(C(F)(F)F)n3n2)CCc2ccccc2-4)c1	84	2	89	2	81	3	90	2	2	82	98
COc1ccc(CNC(=O)c2cccs2)cc1	104	0	101	0	106	4	99	-6	3	104	101
CCOC(=O)C1CCCc2c1[nH]c1ccc(Cl)cc21 (stereo not given)	91	0	94	0	94	-2	93	0	-3	91	93
CN(C)S(=O)(=O)c1cccc(C(=O)Nc2ccccc2)c1	98	-1	93	-1	101	0	92	2	3	94	104
S=C(NCCCc1ccccc1)Nc1ccc(Cl)cc1	100	-4	102	-2	97	-6	100	-8	-13	102	99
The results go on.
SMILES	HRas wt GTP	Bim-Bcl-XL	Rac1 wt modul	Bim-Bcl-W	Rab2A wt mod	Bim-Bcl-2	Rac1 mut GTP	Bim-Bcl-B	Bfl-1 Bim block	Cdc42 wt	Rab7 wt modul
Cc1cc(C)c(NC(=O)C2CSCCS2)c(C)c1 (stereo not given)	104	-4	105	-4	102	-3	103	-2	0	102	96
O=c1c2ccccc2c(C=NC2CCN(Cc3ccccc3)CC2)c(O)n1Cc1ccc2c(c1)OCO2	97	-5	97	-5	96	-3	94	-4	-5	90	106
CC1CCC2(CC1)NC(=O)N(CC(=O)c1ccc[nH]1)C2=O (stereo not given)	101	-8	108	-3	101	-10	102	-9	-20	105	104
CCOC(=O)c1cc2c(ccn2C)n1Cc1cc(C)ccc1C	101	0	102	3	99	-4	99	-5	-14	102	102
CCCN1C(=O)/C(=C/c2c(NCCCOC(C)C)nc3c(C)cccn3c2=O)SC1=S	97	-13	101	-6	101	-16	98	-13	-12	100	102
CCC(C)c1ccc(OCC(=O)Nc2ccc(Cl)cn2)cc1 (stereo not given)	96	4	93	-1	96	-6	94	-10	-7	96	93
CCN(CC)S(=O)(=O)c1ccc(/C=C/C(=O)N(c2ccccn2)C2CCCCC2)cc1	99	-4	99	-3	97	-6	96	-8	-6	97	105
CCOc1ccccc1NC(=O)C1=C(C)NC(=O)NC1c1cccc(OC)c1OC (stereo not given)	107	1	106	1	107	-2	98	1	-4	110	105
Cc1ccc(-c2nn(-c3ccccc3)cc2C(=O)Nc2ccc(C(=O)O)cc2)cc1	93	-1	91	-1	92	-2	92	-1	-6	92	93
Cc1ccc2cc(C)c(SCC#N)nc2c1	100	0	100	2	99	-8	97	-12	-11	100	97
COCCn1c(CN2CCN(C)CC2)nc2c1c(=O)n(C)c(=O)n2C	101	-2	105	-1	102	-2	103	-2	-9	103	99
COC(=O)c1ccccc1Sc1snnc1C	91	0	90	3	91	-1	91	-4	-6	87	104
N#Cc1c(C(F)(F)F)cc(-c2ccc(Cl)c(Cl)c2)nc1SCCN1CCOCC1	99	-5	104	-1	99	-10	97	-15	-15	100	103
O=C(CC1C(=O)NCCN1CC1CCCCC1)NCc1cc(F)ccc1F (stereo not given)	96	3	98	1	96	-2	95	-1	-5	93	99
S=C(NCc1ccccc1Cl)NC1CCCC1	103	0	107	-3	100	-3	101	-5	-2	100	102
O=C(/C(=C/c1ccc(Cl)cc1)c1nc2ccccc2[nH]1)c1ccccc1	100	-2	103	-2	101	0	100	-1	0	101	102
Cc1nc(N=C(N)N)nc2ccccc12	91	-1	93	1	95	-2	94	0	-3	93	93
CCc1ccccc1NC(=O)c1cccc(N2C(=O)C3C4CCC(C4)C3C2=O)c1 (stereo not given)	106	0	104	0	104	-1	102	1	0	104	104
O=C(COc1ccccc1Cl)Nc1cc(Cl)ccc1Oc1ccccc1	97	-3	99	-5	97	-3	97	0	-1	98	93
O=C(CSc1ncnc2ccccc12)NCc1ccc2c(c1)OCO2	97	-2	95	-6	96	-1	97	0	-6	96	104

Source: PubChem

An unsorted share of the library (roughly 0.62% active in at least one column).
